EPAC1 antag: EPAC1 (human) antagonism; O95398; EPAC1 GEF assay, Rap1b-BODIPY-GDP exchange fluorescence; actives 0.14% (n = 360,000); AID 720709; Potency, µM (titrated, usually from 115 µM), without a hit: at the top dose activity change, negative = inhibition, hits mostly inhibitors;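 further: potency means the concentration at half of the fitted maximal effect; plate controls were vehicle for no effect and positive control for full effect; nearly all actives have a fitted effect of over 50% in size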
WRN inhibitor: WRN helicase (human) inhibition; WRN helicase unwinding, fluorescent forked duplex, kinetic; Potency, µM (doses to about 114 µM), without a hit: at the highest dose activity change, negative = inhibition, usual class: inhibitors; actives 0.46% (n = 360,000); AID 651768; further: potency means the concentration at half of the fitted maximal effect; on the % scale 0 is the no-effect control and ±100 the full control effect; nearly all actives have a fitted effect of over 55% in size
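Fluorescence dequenching readout, ex 525 nm/em 598 nm, kinetic mode: forked duplex DNA (100 nM final) with adjacent fluorophore and quencher unwound by WRN (20 nM final) with 2 mM ATP. Compound preincubation 15 min, room temperature.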
PI5P4K alpha inh: blocks human PI5P4K alpha kinase activity | max response, % | actives 1.2% (n = 330,000) | P48426 | PI5P4Kalpha enzyme, ADP-Glo luminescence, 60 min; active compounds read low; active means max response of -50% or lower; inconclusive means between -30% and -50%; inactive means -30% or higher; further: value at the top dose of about 77 µM; on the % scale 0 is the no-effect control and ±100 the full control effect
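Luminescence from ADP-Glo served as readout of PI5P4Kalpha activity in a qHTS format. Reaction: enzyme, substrate, compound, ATP at 5 microM final, 60 min at RT.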
EPAC1 ag: agonists of human EPAC1 | O95398 | EPAC1 agonist qHTS, biochemical assay; response scale: 100% = response to 6.5 mM cAMP | Potency, µM (highest dose often 154 µM), for inactives: top-dose activation, actives largely listed as activators | actives 0.073% (n = 360,000) | AID 720707; further: potency means the concentration at half of the fitted maximal effect; nearly all actives have a fitted effect of over 60% in size
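Read-out is the fluorescence drop as BODIPY-GDP leaves Rap1B (480 nm excitation, 540 nm emission), recorded every 5 minutes over 30 minutes. Reactions held 100 nM EPAC1, 250 nM Rap1B–BODIPY-GDP and 50 uM GDP, with 6.5 mM cAMP setting full activation.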
Abeta rescue: restores growth of yeast expressing A-beta42 peptide | yeast expressing A-beta42, growth rescue, OD600, 48 h; response scale: 0% DMSO, 100% iron-clioquinol control | Potency, µM (highest dose often 46.1 µM), inactives show at the highest dose growth rescue, usual class: activators | actives 0.063% (n = 410,000) | AID 1347071; further: potency means the concentration at half of the fitted maximal effect; nearly all actives have a fitted effect of over 55% in size
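Growth rescue measured by 600 nm absorbance after 48 h yeast culture at 30 C with compound. Values normalized between DMSO and an equimolar ferric chloride plus clioquinol control.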
FUS yeast rescue: suppressors of FUS proteinopathy in yeast. S. cerevisiae FUS-expressing, growth rescue, OD600, 24 h. Potency, µM (doses to about 76.6 µM), inactives show at the highest dose growth rescue (activation), usual class: activators. actives 0.24% (n = 390,000);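 further: potency means the concentration at half of the fitted maximal effect; plate controls were DMSO vehicle for no effect and reference control for full effect; nearly all actives have a fitted effect of over 55% in size; some results filed as inactive show a strong effect at the top dose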
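Steps: raffinose overnight preculture; dilution to OD 0.005 in 2% galactose minimal medium; compound addition (concentration series); 24hr at 30C, 99% humidity; absorbance read at 600 nm.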
aSyn yeast inh: rescues yeast growth from alpha-synuclein toxicity | actives 0.14% (n = 370,000) | Yeast expressing alpha-synuclein, growth rescue, BacTiter-Glo, 24 h | Potency, µM (top dose mostly 46.1 µM), for the others: at the highest dose growth rescue (activation), usual class: activators; further: potency means the concentration at half of the fitted maximal effect; % of control where 0% means no effect; nearly all actives have a fitted effect of over 65% in size
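Screening used galactose-induced yeast with toxic alpha-synuclein levels, exposed to compound for 24 hr at 30 deg C. Cell growth, read with BacTiter-Glo luminescence, gave the measured signal.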
IL-2 act: activators of IL-2. AID 652025. actives 0.065% (n = 360,000). activation, % (series mostly up to about 46 µM). IL-2 activation reporter assay, cell-based qHTS; stimulated with anti-CD3/CD4/CD28 beads; in transgenic mouse T cells; in the data active means activation above about 50%; inconclusive means mostly about 30% to 49%; further: 0% is about no effect
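EGFP and DsRed fluorescence is measured by plate cytometry in unstimulated transgenic mouse T cells exposed to compound for 60 minutes, then stimulated 18 hours at 37 degrees C with anti-CD3/anti-CD4 beads plus anti-CD28.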
PLK1 PBD inh: PLK1 (human) polo-box domain binding inhibition; P53350; actives 2.8% (n = 360,000); Plk1 PBD binding of FITC phosphopeptide, fluorescence polarization; AID 720504; Potency, µM, for the others: max response, negative = inhibition, usual class: inhibitors; further: potency means the concentration at half of the fitted maximal effect; series mostly up to about 57 µM; on the % scale 0 is the no-effect control and ±100 the full control effect; nearly all actives have a fitted effect of over 65% in size
An asterisk follows results filed as active; ? = inconclusive; nt = no result given; [ ] = remark or other dose. Unless noted, the call rests on the fitted dose curve; in most records, active means well fitted curve in the direction sought with a large enough effect; inconclusive means small, poorly fitted or top-dose-only effect, or another doubt; inactive means no such curve, though single readings can be large; an effect the other way counts as inactive or inconclusive.

1	COc1ccc(Br)c(C(=O)OCC(=O)N2CCC(Cc3ccccc3)CC2)c1
2	O=C1Nc2ccc(S(=O)(=O)N3CCCC3C(=O)O)c3cccc1c23 (stereo unspecified)
3	CC(C)(C)c1nnc(NS(=O)(=O)c2ccc([N+](=O)[O-])cc2)s1
4	CC1CCCN(S(=O)(=O)c2ccc(S(=O)(=O)N3CCC4(CC3)OCCO4)cc2)C1 (stereo unspecified)
5	COc1ccc2c(c1)C(=O)N(c1ccccc1OC)C(=O)C2
6	O=C(COC(=O)c1ccc(S(=O)(=O)N2CCCC2)cc1)NCc1ccccc1
7	CCOC(=O)C1=CCC2C(=O)N(C3CCCCC3)C(=O)C12 (stereo unspecified)
8	CCC(C)[C@H](NC(=O)C1CC(=O)N(c2ccc(OC)cc2)C1)C(=O)N1CCCCC1 (stereo partly specified)
9	COc1ccccc1/C=C/C=N/n1c(-c2ccc(Cl)cc2Cl)n[nH]c1=S
10	CC(C)(C)c1ccccc1NC(=O)Nc1nc(C(N)Cc2ccc(F)cc2)cs1 (stereo unspecified)

compound no.	1	2	3	4	5	6	7	8	9	10
Abeta rescue	20%	2%	-3%	-9%	4%	-10%	-7%	?	8%	-5%
aSyn yeast inh	13%	-1%	-12%	1%	5%	0%	-3%	1%	13%	-1%
FUS yeast rescue	12%	-18%	-5%	nt	nt	-1%	1%	4%	-13%	35%
IL-2 act	-2.7	0.2	-0.5	0.9	0.6	-0.2	1.3	0.8	0.1	-1.0
EPAC1 antag	-19%	-3%	-19%	13%	-21%	18%	1%	-12%	-4%	0%
PI5P4K alpha inh	16	-1	-14	5	3	7	-10	0	-12	2
WRN inhibitor	-10%	-9%	4%	8%	0%	2%	-9%	9%	3%	2%[57.1 µM]
PLK1 PBD inh	-7%	-15%	24µM*	-6%	-11%	-4%	-5%	2%	-25%	-2%
EPAC1 ag	17%	0%	1%	2%	2%	-2%	0%	-4%	3%	-12%

11	O=C(/C=C/c1cccc(Br)c1)OCC(=O)N1CCN(c2ccccc2)CC1
12	COc1ccc(Cn2c(=S)[nH]c3cc(C(=O)N4CCCCC4)ccc3c2=O)cc1
13	COc1ccc(NC(=O)COc2ccc(S(=O)(=O)N3CCOCC3)cc2C)cc1OC
14	COc1ccc(C(=O)Nc2cc(OC)nc(OC)n2)cc1
15	OCc1cccc(Nc2ncnc3sc4c(c23)CCCCC4)c1
16	Cc1nc(Oc2ccc(Cl)cc2)c2oc3ccccc3c2n1
17	CCOC(=O)N1CCN(Cc2nc3cc([N+](=O)[O-])ccc3n2C)CC1
18	O=C(O)C1CC=CCC1C(=O)Nc1ccccc1 (stereo unspecified)
19	Cc1cccc(NC(=O)c2cccc(S(=O)(=O)N3CCCCC3)c2)c1
20	S=C(Nc1ccc(Nc2ccccc2)cc1)Nc1ccccn1

compound no.	11	12	13	14	15	16	17	18	19	20
Abeta rescue	-1%	-11%	-22%	-13%	-12%	-14%	4%	-11%	-2%	?
aSyn yeast inh	-1%	4%	-8%	-5%	4%	1%	7%	4%	-7%	-19%
FUS yeast rescue	18%	3%	6%	14%	4%	-4%	-4%	22%	16%	14%
IL-2 act	0.1	-1.3	1.2	-0.1	-0.8	-3.1	0.6	-0.6	-1.2	-0.4
EPAC1 antag	-31%	3%	4%	-3%	-12%	12%	11%	7%	-24%	1%
PI5P4K alpha inh	-2	8	3	-5	-4	-2	-1	nt	-6	-12
WRN inhibitor	-7%	-1%	2%	-6%	-2%[57.1 µM]	11%	1%	-7%	-10%	-31%
PLK1 PBD inh	-9%	1%	-5%	-8%	1%	0%	?	-23%	-15%	-13%
EPAC1 ag	9%	7%	2%	6%	1%	-2%	5%	12%	11%	12%

21	Cc1ccc(NC(=O)CSCC(=O)NCCc2ccccc2)c(C)c1
22	COc1cc(S(=O)(=O)Nc2ccc(C)cc2)ccc1N=Cc1c(C)[nH]n(-c2ccccc2)c1=O
23	O=C(NC1CCOc2ccccc21)c1ccc(=O)[nH]c1 (stereo unspecified)
24	CC(C)c1nnc(NC(=O)COc2ccc3c(c2)OCO3)s1
25	Cc1ccccc1CSCCC(=O)NCCC1=CCCCC1
26	Oc1ccc(Br)cc1C=Nc1ccc2c3c(cccc13)CC2
27	COc1ccc(S(=O)(=O)N(CC(=O)O)c2ccccn2)cc1
28	Oc1ccccc1-c1cc(-c2ccccc2)no1
29	COc1cc2c(cc1OC)C1(CCCCC1)CN(C)C2
30	CC(Sc1nncn1C)C(=O)Nc1nnc(C(C)C)s1 (stereo unspecified)

compound no.	21	22	23	24	25	26	27	28	29	30
Abeta rescue	-4%	11%	-4%	3%	16%	-7%	23%	-15%	-7%	2%
aSyn yeast inh	1%	5%	1%	-10%	2%	5%	-5%	-23%	1%	-5%
FUS yeast rescue	-12%	10%	-8%	9%	29%	nt	24%	-8%	7%	-24%
IL-2 act	0.1	-0.8	1.8	0.4	-4.2	0.5	1.7	0.5	-2.9	-2.1
EPAC1 antag	-8%	-9%	-8%	9%	-18%	-13%	-14%	4%	0%	?
PI5P4K alpha inh	-6	0	6	4	5	-1	0	-3	7	1
WRN inhibitor	12%	-18%	0%	-2%	-5%	12%	-3%	10%	-20%	2%
PLK1 PBD inh	-4%	-2%	-14%	-27%	-10%	-7%	-1%	-5%	-5%	3%
EPAC1 ag	1%	10%	14%	9%	-7%	11%	6%	4%	-5%	1%

31	CCOc1ccccc1N1CCN(C(=O)c2ccc(S(=O)(=O)Nc3ccccc3)cc2)CC1
32	COC(=O)C1=C(COc2ccccc2)NC(=O)NC1c1ccc(Br)cc1 (stereo unspecified)
33	COc1cccc(CN(C)CC2CCCN(CCc3ccc(Cl)cc3)C2)c1OC (stereo unspecified)
34	COC(=O)c1cc(NC(=O)c2cc(-c3ccccc3Cl)oc2C(F)(F)F)ccc1N1CCOCC1
35	Cc1cc(C)n(-c2ccc(F)cc2)c(=O)c1C(=O)O
36	COc1ccc2c(C)cc3nncn3c2c1
37	O=C(NCc1ccccc1C(F)(F)F)C1CC(c2cccc(F)c2)=NO1 (stereo unspecified)
38	COC(=O)Cc1ccc(NC(=S)N2CCN(c3ccccn3)CC2)cc1
39	CCSc1sccc1C1C(C#N)=C(N)N(c2cccnc2)C2=C1C(=O)CCC2 (stereo unspecified)
40	CN(C(=O)COC(=O)/C=C/c1ccc(S(=O)(=O)N2CCc3ccccc32)cc1)C1CCS(=O)(=O)C1 (stereo unspecified)

compound no.	31	32	33	34	35	36	37	38	39	40
Abeta rescue	-20%	5%	19%	13%	13%	-1%	6%	-16%	19%	-17%
aSyn yeast inh	11%	0%	-1%	12%	1%	0%	7%	2%	0%	-7%
FUS yeast rescue	?	11%	11%	?	-5%	-2%	-25%	-6%	36%	5%
IL-2 act	-0.8	-1.5	-0.9	-0.9	-2.9	-0.4	0.5	0.8	-0.3	0.5
EPAC1 antag	-26%	-21%	-22%	-28%	15%	0%	-8%	6%	4%	3%
PI5P4K alpha inh	-1	-7	-6	1	-1	-2	11	-2	-7	-1
WRN inhibitor	-2%	6%	4%	-4%	8%	-2%	-2%	12%	-10%	4%
PLK1 PBD inh	3%	-8%	-3%	-6%	1%	-2%	2%	2%	-7%	-14%
EPAC1 ag	4%	-23%	-1%	1%	-13%	-4%	-10%	7%	-2%	5%

Single records, as listed above. Order of screens: Abeta rescue | aSyn yeast inh | FUS yeast rescue | IL-2 act | EPAC1 antag | PI5P4K alpha inh | WRN inhibitor | PLK1 PBD inh | EPAC1 ag
Results for COc1ccc2c(C)cc3nncn3c2c1 = -1% | 0% | -2% | -0.4 | 0% | -2 | -2% | -2% | -4%
Results for O=C(NCc1ccccc1C(F)(F)F)C1CC(c2cccc(F)c2)=NO1 (stereo unspecified) = 6% | 7% | -25% | 0.5 | -8% | 11 | -2% | 2% | -10%
Results for COC(=O)Cc1ccc(NC(=S)N2CCN(c3ccccn3)CC2)cc1 = -16% | 2% | -6% | 0.8 | 6% | -2 | 12% | 2% | 7%
Results for COC(=O)c1cc(NC(=O)c2cc(-c3ccccc3Cl)oc2C(F)(F)F)ccc1N1CCOCC1 = 13% | 12% | ? | -0.9 | -28% | 1 | -4% | -6% | 1%

PLK1 PBD inh, entries above that show a hit
no. | Compound | FUS yeast rescue | IL-2 act | EPAC1 antag | PI5P4K alpha inh | WRN inhibitor | PLK1 PBD inh | EPAC1 ag
3 | CC(C)(C)c1nnc(NS(=O)(=O)c2ccc([N+](=O)[O-])cc2)s1 | -5% | -0.5 | -19% | -14 | 4% | 24µM* | 1%

Additional structures follow:
41	COc1ccc(C(C(=O)NC(C)(C)C)n2c(-c3ccc(=O)[nH]c3)nc3ccccc32)cc1 (stereo unspecified)
42	COC(=O)[C@@]1(Cc2ccc(OC)cc2)[C@@H]2C(=CC(=O)[C@H]2CC(=O)C(=O)N2CCCC2)CN1C(=O)c1ccccc1
43	O=C(NCCN1CCOCC1)c1ccc2c(c1)N(Cc1ccc(F)cc1)C(=O)c1ccccc1S2(=O)=O
44	COCCCNC(=O)Cn1cc(/C=C(\C#N)C(=O)NC2CC2)c2ccccc21
45	Clc1ccc(Cn2ncc3c(NCc4ccco4)ncnc32)c(Cl)c1
46	CCOCCCn1c(SCC(=O)NCc2ccc3c(c2)OCO3)nc2ccccc2c1=O

compound no.	41	42	43	44	45	46
Abeta rescue	-2%	1%	nt	-3%	-1%	-20%
aSyn yeast inh	-4%	7%	-1%	-2%	1%	6%
FUS yeast rescue	9%	15%	3%	-15%	3%	5%
IL-2 act	0.2	-0.4	0.2	-0.2	0.1	-2.7
EPAC1 antag	-23%	-8%	-7%	1%	-12%	5%
PI5P4K alpha inh	-6	-3	7	-3	-3	1
WRN inhibitor	1%	-2%	-3%	-5%	-18%	-2%
PLK1 PBD inh	-1%	-7%	-5%	-14%	1%	-1%
EPAC1 ag	3%	-5%	0%	10%	-3%	7%

Values in list order from above.
Entries 41–46 in PI5P4K alpha inh, in turn: -6, -3, 7, -3, -3, 1

Assay outcomes from PubChem BioAssay.
